Avidin fluor = compound fluoresces at 488/530 nm on avidin beads; 0.38% of 220,000 active; compound fluorescence 488/530 nm, flow cytometry; active compounds read high; fluorescence (KMESF) at 10 µM; in the data active means fluorescence above about 47; further: inactives centre near 10
RGS7-Gao = regulators of human RGS7-Galphao interaction; P09471; binding response (% of control), % at 10 µM; Multiplexed bead flow cytometry, RGS7-Galphao binding; actives lie on both sides; 0.35% of 220,000 active; AID 1439; in the data active means binding response below about 49% or above about 150%; inconclusive means no clear call, values can overlap the other calls; inactive means in between;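 further: fluorescent Galphao held in activated GDP-AlF4 state binding bead-coupled RGS7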
Target sequence (P09471 whole entry, looked up): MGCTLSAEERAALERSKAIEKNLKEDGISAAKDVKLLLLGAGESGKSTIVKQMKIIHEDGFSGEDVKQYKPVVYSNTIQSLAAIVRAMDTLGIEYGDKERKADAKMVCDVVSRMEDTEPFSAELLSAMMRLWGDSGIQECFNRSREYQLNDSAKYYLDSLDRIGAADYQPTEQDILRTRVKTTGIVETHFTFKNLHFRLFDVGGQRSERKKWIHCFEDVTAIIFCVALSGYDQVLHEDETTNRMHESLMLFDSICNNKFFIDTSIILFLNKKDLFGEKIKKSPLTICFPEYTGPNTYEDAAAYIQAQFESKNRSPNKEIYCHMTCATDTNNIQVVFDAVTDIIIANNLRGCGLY
Bcl-B Bim block = disrupts Bim peptide binding to human Bcl-B; bead-based flow cytometry; inhibition, % at 10 µM; 0.073% of 190,000 active; AID 951;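 further: 0% = tracer peptide without compound and 100% = reference inhibitor peptide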
GSH bead fluor = GSH bead compound fluorescence profile; GSH beads flow cytometry, compound fluorescence 488/530 nm; active compounds read high; fluorescence (KMESF) at 10 µM; 0.25% of 190,000 active; in the data active means fluorescence above about 89;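 further: glutathione beads carrying GST-tagged Bcl family fusion proteins plus one bare bead set; values are compound well signal with DMSO vehicle wells as background; inactives centre near 16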
RGS4-Gao reg = human RGS4-Galphao interaction regulation; P09471; Multiplexed bead flow cytometry, RGS4-Galphao binding; actives lie on both sides; binding response (% of control), % at 10 µM; 0.33% of 220,000 active; in the data active means binding response below about 49% or above about 150%; inactive means in between;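 further: fluorescent Galphao activated with aluminum fluoride binding bead-coupled RGS4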
Bfl-1 Bim block = disrupts Bim binding to human Bfl-1; 0.12% of 190,000 active; inhibition, % at 10 µM; Bead-based flow cytometry, Bim-Bfl-1 binding inhibition; AID 1008;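 further: 0% = wells without compound plus tracer and 100% = blocker peptide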
ABCB1 inh = blocks JC-1 efflux by human ABCB1 transporter. P08183. CCRF-Adr cells, flow cytometry. inhibition, % at 6.6 µM. 0.067% of 190,000 active; in the data active means inhibition above about 40%;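 further: 0% = vehicle and 100% = reference inhibitor; higher value means more JC-1 retained so stronger ABCB1 efflux block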
Bim-Bcl-W = disrupts Bim peptide binding to human Bcl-W. 0.02% of 190,000 active. AID 952. Q92843. bead-based flow cytometry. inhibition, % at 10 µM;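 further: 0% = bound tracer without compound and 100% = peptide blocker; higher means less fluorescent Bim peptide bound to Bcl-W beads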
Target sequence (Q92843 whole entry, looked up): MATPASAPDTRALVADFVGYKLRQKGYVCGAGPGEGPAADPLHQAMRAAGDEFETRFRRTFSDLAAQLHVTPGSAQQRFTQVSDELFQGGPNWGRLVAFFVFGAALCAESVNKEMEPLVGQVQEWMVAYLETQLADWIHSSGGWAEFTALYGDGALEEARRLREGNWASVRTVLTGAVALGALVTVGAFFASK
ABCG2 inh = human ABCG2 inhibition, ABCB1 as counter-screen | 0.1% of 190,000 active | Q9UNQ0 | IgMXP3 cells, JC-1 efflux, flow cytometry | inhibition, % at 6.6 µM;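 active means inhibition above 80%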;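 further: 0% = DMSO and 100% = nicardipine control wells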
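Test system: IgMXP3 cells (ABCG2) mixed with DDAO far-red-labelled CCRF-Adr cells (ABCB1). Reagent: JC-1 transporter substrate. Compound dosing: single test compound dose, 6.6 µM final. Times: 10 min compound exposure, 25 °C. Detection: flow cytometry of retained JC-1 fluorescence. Read-out basis: efflux inhibition in percent versus controls. Controls: nicardipine and DMSO wells.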
Bcl-2 Bim block = human Bim-Bcl-2 interaction inhibition | inhibition, % at 10 µM | 0.06% of 190,000 active | P10415 | Bead-based flow cytometry, Bim peptide-Bcl-2 binding; in the data active means inhibition above about 40%; inconclusive means no clear call, values can overlap the other calls;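 further: 0% = no compound wells with probe peptide and 100% = reference peptide inhibitor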
Target sequence (P10415 whole entry, looked up): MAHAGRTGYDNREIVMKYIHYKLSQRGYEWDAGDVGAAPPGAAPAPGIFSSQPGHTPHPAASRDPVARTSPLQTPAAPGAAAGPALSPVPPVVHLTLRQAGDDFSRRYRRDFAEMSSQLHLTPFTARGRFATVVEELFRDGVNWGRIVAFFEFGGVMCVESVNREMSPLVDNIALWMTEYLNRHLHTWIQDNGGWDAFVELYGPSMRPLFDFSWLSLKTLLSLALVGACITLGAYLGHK
Bcl-XL Bim block = human Bim-Bcl-XL interaction inhibition | Q07817 | Bim peptide-Bcl-XL binding, bead flow cytometry, fluorescence | inhibition, % at 10 µM | 0.04% of 190,000 active
Target sequence (Q07817 whole entry, looked up): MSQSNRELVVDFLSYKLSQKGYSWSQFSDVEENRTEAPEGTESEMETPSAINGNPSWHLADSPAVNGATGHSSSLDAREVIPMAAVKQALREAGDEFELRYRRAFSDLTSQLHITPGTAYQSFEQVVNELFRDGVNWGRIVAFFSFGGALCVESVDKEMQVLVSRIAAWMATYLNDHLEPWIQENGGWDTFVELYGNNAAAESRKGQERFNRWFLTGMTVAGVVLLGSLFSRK
* = called active by the depositor; ? = inconclusive; . = no result given; [ ] = remark or other dose. Unless noted, no stated cut-off is given here; in the data, active means inhibition above about 40%.

mol	Avidin fluor	RGS7-Gao	Bcl-B Bim block	GSH bead fluor	RGS4-Gao reg	Bfl-1 Bim block	ABCB1 inh	Bim-Bcl-W	ABCG2 inh	Bcl-2 Bim block	Bcl-XL Bim block
COc1ccccc1-n1c(=S)[nH]c2c(sc(=S)n2-c2ccccc2C)c1=O	10	105	-30	24	102	14	-0.1	6	6	2	1
O=C(c1ccc(Cl)cc1)N1CCCOC1	10	103	-8	25	101	-13	0.4	0	2	-6	-1
Cc1ccc(-c2cc(C(=O)N/N=C/C=C/c3ccccc3)n[nH]2)s1	10	105	3	8	104	13	-0.8	7	-4	8	8
CC(C)N1C(=O)CN(C2CCCCCC2)C(=O)C1c1ccccc1F (stereo unspecified)	26	99	-3	9	101	0	1.6	-3	2	-3	-2
O=C(COc1ccccc1)Nc1ccncc1	10	104	-5	13	102	-9	1.4	-2	15	-10	-5
C#CCNC(=O)C1=C[C@@H](c2coc3ccccc3c2=O)C[C@@H](OCCCCO)O1	7	96	0	21	96	-2	1.2	-8	4	-2	-7
CCSc1nnc(Nc2ccc(C)cc2)s1	6	99	0	13	97	-4	-0.3	0	1	-7	-4
O=C(COC(=O)CNC(=O)c1ccc(Cl)cc1)Nc1ccc(Cl)cc1C(F)(F)F	9	92	-5	20	98	-17	0.2	0	1	-4	-4
CCOC(=O)N1CCN(CCC(=O)Nc2ccc(C)cc2)CC1	37	99	2	21	101	-1	0.7	0	2	-4	0
O=C(Cn1cnc2ccccc2c1=O)c1ccc2ccccc2c1	9	99	-3	12	101	0	1.5	0	7	0	2
O=C(O)CC/C(=C\c1ccccc1[N+](=O)[O-])c1nc2ccccc2s1	11	101	0	73	107	0	1.1	0	13	-1	-3
O/N=C(/Cc1ccccn1)c1ccccc1	12	104	4	20	101	4	-0.2	4	-4	5	5
CCOc1ccccc1-c1cc(-c2ccccc2)nc2c1c(=O)n(C)c(=O)n2C	8	102	-10	11	102	-16	0.5	-3	1	-11	-6
Cc1ccccc1C(=O)N/N=C/c1ccc(Sc2ccccn2)o1	3	99	-3	10	98	-1	-2.2	0	0	1	-5
CCCC[n+]1c(C)sc2cc(OC)ccc21	6	98	-1	24	101	0	0.2	-3	1	0	-4
CCCOc1ccc(NCC(=O)Nc2ccc(C)cc2C)cc1	23	97	-3	11	101	-3	-0.4	-4	2	-4	-6
CCOC(=O)C1(Cc2cccc(F)c2)CCN(C(=O)C2CCC2)CC1	11	100	-1	10	102	-4	0.2	-2	1	-2	-2
Cc1cc(-c2[nH]nc3c2C(c2ccsc2)C(C#N)=C(N)O3)c(C)s1 (stereo unspecified)	13	88	-8	25	99	-10	-0.1	-2	1	-7	3
CCC(CC)C(=O)c1c[nH]c(C(=O)NCCCn2ccnc2)c1	9	101	-12	13	104	-12	0.0	2	0	-14	-7
Cc1cccc(Nc2nc(-c3ccccc3)c(C(=O)Nc3cccnc3)s2)c1	11	101	-3	12	102	0	0.4	0	1	2	-2
COC(=O)c1ccc(NC(=O)C(=O)N2CCN(C(=S)Nc3ccc(OC)cc3)CC2)cc1	8	104	1	14	105	0	0.1	0	4	0	0
O=C(Nc1cccc2ncccc12)c1ccc(-c2ccc(Cl)cc2Cl)o1	8	102	1	25	100	-1	0.9	-2	3	-2	-1
COc1ccc(NC(=O)COC(=O)c2ccc(S(=O)(=O)N(C)c3ccccc3OC)cc2)cc1OC	13	98	0	11	103	0	0.8	-1	1	-3	0
Cc1ccc(C(=O)COc2ccccc2-c2ccccc2)cc1C	10	96	-11	11	97	-7	0.0	-7	12	-6	-9

One compound at a time, as listed above. Values in the order: Avidin fluor, RGS7-Gao, Bcl-B Bim block, GSH bead fluor, RGS4-Gao reg, Bfl-1 Bim block, ABCB1 inh, Bim-Bcl-W, ABCG2 inh, Bcl-2 Bim block, Bcl-XL Bim block
O=C(c1ccc(Cl)cc1)N1CCCOC1 reads 10, 103, -8, 25, 101, -13, 0.4, 0, 2, -6, -1
CCCOc1ccc(NCC(=O)Nc2ccc(C)cc2C)cc1 reads 23, 97, -3, 11, 101, -3, -0.4, -4, 2, -4, -6

The listing continues:
mol	Avidin fluor	RGS7-Gao	Bcl-B Bim block	GSH bead fluor	RGS4-Gao reg	Bfl-1 Bim block	ABCB1 inh	Bim-Bcl-W	ABCG2 inh	Bcl-2 Bim block	Bcl-XL Bim block
CC(=O)Nc1ccc(S(=O)(=O)Nc2ccc(Cl)nn2)cc1	5	100	0	10	100	-2	1.4	-1	5	-4	-6
CCCOc1ccc(OCCOCCN2CCc3ccccc3C2)cc1	13	99	-3	64	100	-11	0.9	6	1	-5	-17
Cc1cc2nc(C3CCN(Cc4nnnn4Cc4ccccc4)CC3)[nH]c2cc1C	7	96	0	29	96	-4	0.7	0	12	-3	-3
O=C(c1cnc2n(c1=O)CCS2)N(c1ccccc1)C1CCCCC1	9	98	-1	17	101	0	0.8	0	7	0	1
COc1ccc(C(c2nnnn2C2CCCC2)N2CCC(C)CC2)c(OC)c1 (stereo unspecified)	.	174*[activator]	-8	32	188*[activator]	-12	0.5	-4	1	-10	-12
CN(C(=O)CSc1ncnc2scc(-c3ccccc3)c12)C1CCS(=O)(=O)C1 (stereo unspecified)	13	100	-10	18	101	-3	0.5	-5	3	-3	-6
COC(=O)c1c(C(=O)NCc2ccccc2)ncn1CC(O)COc1ccccc1 (stereo unspecified)	9	86	-3	15	58	0	0.7	-3	1	-1	-1
C#CC[N+]1(CC#Cc2cccc3ccccc23)CCOCC1	11	99	-3	11	103	-6	-0.1	0	0	-6	-2
CCCCC1CCC(C(=O)NCc2ccc3c(c2)OCO3)CC1 (stereo unspecified)	6	104	-7	16	102	-7	0.1	2	0	-1	-2
CC(C)CNS(=O)(=O)c1ccc(OCC(=O)Nc2ccc(F)cc2F)cc1	.	.	-3	19	.	0	0.5	-1	2	-3	-1
Cc1nc2c3ccccc3nc(NNC(=O)CCC(=O)NC3CCCC3)n2n1	6	92	-5	20	100	-3	1.0	1	8	2	-1
Cc1cc(C)cc(N(C(=O)c2sc(C)nc2C)C(C(=O)NC(C)(C)C)c2ccncc2)c1 (stereo unspecified)	8	102	2	21	102	4	-1.5	-3	-6	2	-5
Cc1cc(CNC(=O)c2cc(COc3c(F)cccc3F)on2)nn1C	10	101	-5	18	103	-6	1.5	0	8	-4	0
O=C(CSc1ccc(Cl)cc1)N1CCN(c2ccc([N+](=O)[O-])cc2Cl)CC1	13	100	-6	29	101	-17	0.0	-3	23	-8	-8
Cc1cccc(OCCCc2c(C)n[nH]c2C)c1	23	103	-9	12	103	-3	0.3	-2	3	-4	-8
c1ccc(-c2cc3c(N4CCN(c5ncccn5)CC4)ncnc3s2)cc1	12	91	-2	12	89	-3	0.2	-3	1	-4	-1
Cc1oc(-c2cc(F)ccc2F)nc1CN1CCN(c2ncnc3ccccc23)CC1	14	94	-4	12	100	-3	9.5	1	43	-3	-3
CC(C)(C)c1ccc(OCC(=O)Nc2ccc3c4c(cccc24)C(=O)NC3=O)cc1	12	102	-3	18	98	0	0.0	0	1	-1	-3
O=C(c1ccc(N2CCOCC2)cc1[N+](=O)[O-])N1CCOCC1	6	102	0	9	100	-3	-0.2	0	0	0	2
CC(C)OCC(O)CS(=O)Cc1ccccc1 (stereo unspecified)	16	100	-3	13	100	-2	-0.1	-1	0	-2	-1
CCC(CC)NC(=O)Nc1cccc(C)c1C	10	96	0	11	99	-2	1.1	0	9	3	0
Cc1cc2cc3c(cc2nc1SCC(=O)Nc1ccccc1)CCC3	33	100	0	14	101	0	-0.3	-4	-1	0	-4
CCN(CC)S(=O)(=O)c1ccc2c(c1)c(=O)c(C(=O)N1CCN(c3ccccc3)CC1)cn2C	7	104	-1	62	104	2	2.3	0	12	-3	-2
Brc1ccc(-c2ncc(-c3ccccc3)cn2)cc1	13	89	-4	40	83	-10	0.5	-2	0	-5	-27
CCOC(=O)N1CCC(N(C(=O)Nc2ccc(Cl)c(Cl)c2)C(C)CC)CC1 (stereo unspecified)	11	101	-3	8	98	-4	1.4	6	5	-6	-3
CN(C)CCCN=Cc1c(O)n(Cc2ccc3c(c2)OCO3)c(=O)c2ccccc12	10	?	-8	16	102	-6	3.3	-2	15	-1	-3
C#Cc1ccc([C@H]2C=C(C(=O)N3CCN(Cc4ccccc4)CC3)O[C@@H](OCC)[C@@H]2CCCO)cc1	5	105	-1	18	100	-4	5.8	-4	10	-4	0
Cc1ccc(-c2nn(C)c(=O)c3ccccc23)cc1S(=O)(=O)NCCN1CCOCC1	9	92	-8	61	92	-11	0.8	-2	4	-9	-5
CCc1ccc(NC(=S)Nc2cccc3cnccc23)cc1	12	?	-2	12	101	-3	0.2	-1	2	-3	-3
Cc1cccc2sc(NC(=O)CSCc3ccccc3)nc12	19	103	-1	14	102	-2	1.3	-2	6	-2	-1
Cc1nc2cc(NC(=O)NC(C)(C)C)ccc2n1C	14	104	-3	13	103	-6	-0.1	1	1	-1	1
CCC(C)Nc1cc(C)nc2ncnn12 (stereo unspecified)	10	97	-5	17	96	-8	0.0	-6	0	-4	-4

Laid out differently: three of the compounds above
The line under a structure holds: Avidin fluor, RGS7-Gao, Bcl-B Bim block, GSH bead fluor, RGS4-Gao reg, Bfl-1 Bim block, ABCB1 inh, Bim-Bcl-W, ABCG2 inh, Bcl-2 Bim block, Bcl-XL Bim block
CN(C)CCCN=Cc1c(O)n(Cc2ccc3c(c2)OCO3)c(=O)c2ccccc12
    10, ?, -8, 16, 102, -6, 3.3, -2, 15, -1, -3
C#Cc1ccc([C@H]2C=C(C(=O)N3CCN(Cc4ccccc4)CC3)O[C@@H](OCC)[C@@H]2CCCO)cc1
    5, 105, -1, 18, 100, -4, 5.8, -4, 10, -4, 0
Cc1ccc(-c2nn(C)c(=O)c3ccccc23)cc1S(=O)(=O)NCCN1CCOCC1
    9, 92, -8, 61, 92, -11, 0.8, -2, 4, -9, -5

Remaining list, next part:
mol	Avidin fluor	RGS7-Gao	Bcl-B Bim block	GSH bead fluor	RGS4-Gao reg	Bfl-1 Bim block	ABCB1 inh	Bim-Bcl-W	ABCG2 inh	Bcl-2 Bim block	Bcl-XL Bim block
CCCC(=O)OC1CC(C)N(C(=O)c2ccccc2)c2ccc(C)cc21 (stereo unspecified)	18	98	0	19	101	1	2.5	2	3	22	10
CC1(C)N=C(/C=N/O)C=[N+]1[O-]	11	102	-4	53	107	-13	0.6	3	2	-5	-2
O=C(CCNS(=O)(=O)c1c(Cl)cccc1Cl)OCC(=O)c1ccccc1	13	103	-6	7	102	0	0.3	-2	2	-1	-2
CCOC(=O)c1ccc(NS(=O)(=O)N2CCCCCC2)cc1	9	100	-1	20	100	-1	2.7	0	25	-1	0
C/C(=N\NC(=O)c1ccncc1)c1ccc(N(C)C)cc1	5	103	-10	23	103	-5	0.0	-5	2	-5	-5
O=C1OCC2=C1C(c1ccc(F)cc1)c1cc3c(cc1N2)OCCO3 (stereo unspecified)	23	102	-6	10	102	-9	0.8	-3	5	-8	-2
CCOC(=O)c1ccc(NC(=O)CCS(=O)(=O)c2ccc(Br)s2)cc1	9	106	-7	11	100	-12	0.4	0	1	-14	-4
Cc1cc(C(=O)NCCc2ccccc2)ccc1[N+](=O)[O-]	8	94	-1	21	97	3	-0.1	-3	4	3	-10
C=CCNC(=O)COC(=O)c1cc(S(=O)(=O)N2CCCCC2)ccc1Cl	12	104	-5	23	100	0	0.8	0	5	0	0
O=C(NCCCN1CCOCC1)c1sc2cc(Cl)ccc2c1Cl	8	92	0	14	99	-3	0.0	1	40	-3	-1
O=C1c2ccccc2C2(c3ccccc3)NCCCN12 (stereo unspecified)	10	103	-3	9	99	-2	0.8	0	1	0	-2
